# TDP1 cell CPT – DT40-hTDP1 cell growth loss with CPT. chicken DT40 Tdp1-/-;hTDP1 cells + 20 nM CPT, ATP luminescence, 48 h. Potency, µM (top dose mostly 46.2 µM), for the others: at the top dose activity change, negative = growth inhibition, most hits filed as inhibitors. 420,000 tested, 12% active. AID 686979; also: nearly all actives have a fitted effect of over 55% in size
#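 Chicken DT40 Tdp1-/- cells stably complemented with human TDP1 were seeded at 400 cells/well in medium containing 20 nM camptothecin, exposed to pin-transferred compounds, and grown at 37 °C for at least 48 hr. Viability was read as ATP luminescence.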
# TDP1 inh – TDP1 (human) enzyme inhibition. 350,000 tested, 0.28% active. recombinant TDP1, AlphaScreen DNA substrate cleavage. Q9NUW8. AID 485290. Potency, µM (top dose mostly 130 µM), inactives show at the highest dose activity change, negative = inhibition, usual class: inhibitors; also: nearly all actives have a fitted effect of over 40% in size
# Target sequence (Q9NUW8 whole entry, looked up): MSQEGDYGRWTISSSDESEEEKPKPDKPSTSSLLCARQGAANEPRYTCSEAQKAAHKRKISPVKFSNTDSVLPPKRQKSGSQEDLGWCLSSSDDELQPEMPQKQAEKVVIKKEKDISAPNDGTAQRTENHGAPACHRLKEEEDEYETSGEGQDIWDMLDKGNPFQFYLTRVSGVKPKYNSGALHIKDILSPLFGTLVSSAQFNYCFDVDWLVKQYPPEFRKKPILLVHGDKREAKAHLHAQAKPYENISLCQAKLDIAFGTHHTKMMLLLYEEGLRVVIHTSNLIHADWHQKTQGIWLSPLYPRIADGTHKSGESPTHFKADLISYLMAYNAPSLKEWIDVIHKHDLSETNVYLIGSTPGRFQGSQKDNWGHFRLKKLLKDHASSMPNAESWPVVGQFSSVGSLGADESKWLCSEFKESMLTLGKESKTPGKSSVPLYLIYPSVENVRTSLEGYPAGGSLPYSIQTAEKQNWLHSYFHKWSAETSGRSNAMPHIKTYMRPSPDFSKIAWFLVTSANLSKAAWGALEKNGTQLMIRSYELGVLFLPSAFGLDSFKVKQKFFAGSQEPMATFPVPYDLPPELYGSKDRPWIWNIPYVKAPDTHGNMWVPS
#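 Tdp1 1 nM final; 15 min RT w/ cpd; substrate 15 nM, 5 min; beads 10 ug/ml, 10 min; AlphaScreen read. Neg ctrl: no enzyme.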
# TDP1 cell noCPT – qHTS for Inhibitors of human tyrosyl-DNA phosphodiesterase 1 (TDP1): qHTS in cells in absence of CPT; Potency, µM (series often up to 46.2 µM), for inactives: at the top dose activity change, negative = growth inhibition, usual class: inhibitors; 420,000 tested, 15% active; DT40 Tdp1-/- hTDP1 cells, no CPT, ATP luminescence, 48 h; also: nearly all actives have a fitted effect of over 55% in size
#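 Cells were dispensed at 400 per well, compounds added by pin tool, plates incubated ≥48 hr at 37 °C, then CellTiter-Glo added for 30 min at room temperature before luminescence reading. Line: DT40 Tdp1-/- complemented with hTDP1; camptothecin omitted.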
# Starred values were filed as active, the others as inactive; ? = inconclusive; · = not tested or not shown; & = joins results of further samples; [ ] = remark or other dose. Calls follow the shape of the dose curve; as a rule, active = well fitted curve in the direction sought with a large enough effect; inconclusive = small, poorly fitted or top-dose-only effect, or another doubt; inactive = no such curve, though single readings can be large; an effect the other way counts as inactive or inconclusive. % is scaled to controls: 0 for no effect and ±100 for the full control effect; potency is read from the fitted curve at half-maximal effect.
SMILES,TDP1 cell CPT,TDP1 inh,TDP1 cell noCPT
O=C(O)CCC(=O)N1CCN(c2nc(-c3ccccc3)c3cc(Br)ccc3n2)CC1,?,·,?
CCc1nc2ccc(C(=O)NCc3ccccc3OC)cn2c1N(C)Cc1ccc(OC)cc1,16µM*,·,21µM*
COc1cc(/C=C/CNC[C@H]2O[C@@H](n3cnc4c(=O)[nH]c(N)nc43)[C@H](O)[C@@H]2O)ccc1O,-6%,·,?
COCC(=O)N1CCC2(CCCN(c3cccc(-c4ccccc4)c3)C2)CC1,?,·,?
COc1ccc(-c2nn(CC(=O)Nc3ccc(Cl)c(Cl)c3)c(=O)c3ccccc23)cc1,-12%,4%,-19%
C[C@H](CO)N1C[C@H](C)[C@@H](CN(C)C(=O)Nc2ccccc2)Oc2ccc(NC(=O)C3CCCCC3)cc2C1=O,5%,1%,-6%
COc1ccc(S(=O)(=O)N2CCCC(C(=O)NCc3ccccc3)C2)cc1 (centres undefined),15%,·,-52%
O=C(/C=C/c1ccccc1Cl)NC(=S)Nc1ccccc1C(=O)NC1CCCCC1,-20%,-2%,-12%
CC(=O)N(CC(C)C(=O)O)c1c(I)cc(I)c(N)c1I (centres undefined),-21%,·,2%
CCc1nnc(NC(=O)CSc2ccc(-c3nc4ccc(C)cc4[nH]3)cn2)s1,?,5%,?
COc1ccccc1Cn1nnc2c(=O)[nH]c(C3CCN(C(=O)c4ccccc4Cl)CC3)nc21,-15%,4%,?
CCN(c1ccccc1)c1ncnc2c1cnn2-c1ccc(C)cc1C,9.2µM*,-3%,9.2µM*
COc1ccc(OC)c(NC(=O)C2C3C=CC(C3)C2C(=O)NCc2cccnc2)c1 (centres undefined),7%,1%,10%
CC(C)NC(=O)COc1coc(CN2CCN(Cc3ccccc3)CC2)cc1=O,-6%,3%,-5%
O=c1c(-c2cccs2)nc2cnc(Oc3ccccc3)nc2n1-c1ccccc1,22%,·,-6%
Cc1nc(N2CCN(C(=O)c3ccco3)CC2)[nH]c(=O)c1C,26%,·,4%
Cc1ccc(C(=O)OCC(=O)NCc2ccco2)cc1C,-18%,2%,1%
O=C(NCCc1cccs1)c1ccc(Cl)c(Cl)c1,3%,6%,3%
CCCn1c(N)c(N(CCOC)C(=O)c2cccc(Cl)c2)c(=O)[nH]c1=O,-1%,-2%,9%
Cc1cccc(-c2cc(C(=O)Nc3ccncc3)c3ccccc3n2)c1,?,6%,?
COc1ccc(C(=O)/C=C/C(=O)N(CC(=O)NC2CCCCC2)Cc2ccccc2)c(O)c1,1.5µM*,-2%,2.1µM*
Nc1ncnc2c(C3OC(CO)C(O)C3O)c[nH]c12 (centres undefined),0.16µM*,·,0.15µM*
CCOc1ccc(NC(=O)c2ccc3nccnc3c2)cc1,?,7%,?
Cc1csc(SCCn2c(N3CCCC3)nc3c2c(=O)[nH]c(=O)n3C)n1,-4%,3%,?
Cc1ccc(NC(=O)COC(=O)C2(CC(=O)NC(C)C)CCCC2)cc1C,-22%,-3%,-11%

# Next compounds follow.
SMILES,TDP1 cell CPT,TDP1 inh,TDP1 cell noCPT
Cc1cc(-c2ccc3ccccc3c2)n2ncnc2n1,-3%,6%,14%
Cc1cc(S(=O)(=O)N2CCOCC2)ccc1OCC(=O)NCc1ccco1,4%,-10%[0.0935 µM],?
CC(C)(C)C(=O)NC(=S)Nc1ccc(F)cc1,3%,0%,-10%
CN(C)Cc1ccccc1-c1nc(NC2CCNCC2)c2ccccc2n1,0.37µM*,·,0.65µM*
CCOc1ccccc1NC(=S)N(CCN(C)C)C(C)c1ccncc1 (centres undefined),2%,-2%,-2%
COc1ccc(OC)c(C(=O)COC(=O)CNC(=O)C2CCCCC2)c1,-9%,-2%,-11%
Cc1cc(C)n2c(SCC(=O)Nc3cc(C)on3)nnc2n1,-5%,-2%,-6%
Cc1noc(C)c1-c1nc(N(C)C)c2ccccc2n1,-1%,·,-7%
Cc1ccc(-n2ncc3c2CC(C)(C)CC3NC(=O)CCc2ccncc2)cc1 (centres undefined),?,22µM*,?
COc1cc(Cl)c(C)cc1NC(=O)c1cc2c(s1)-c1c(C)cccc1OC2,-15%,0%,?
NS(=O)(=O)c1ccc(CCNC(c2ccccc2)c2ccccc2)cc1,?,·,23µM*
CCn1cc(C(=O)NCCCOC(C)C)c(=O)c2cc(S(=O)(=O)N3CCOCC3)ccc21,-26%&3%,3%&7%,?
O=C(c1ccccc1-c1nc2ccccc2[nH]1)N1CCCCC1,7%,2%,-15%
Cc1ccc(NC(=O)CSCc2nc3c(nnn3Cc3ccc(F)cc3)c(=O)[nH]2)c(C)c1,3%,-9%,-14%
COc1ccc(CCN(C)C(=O)c2c(C)noc2C)cc1OC,-14%,1%,12%
CCN(CC)c1ccc(C2Nc3cccc4cccc(c34)N2)cc1,?,·,16µM*
CNC(=O)c1c(NC(=O)CCS(=O)(=O)c2ccc(F)cc2)sc(C)c1C,-1%,0%,-5%
CCOC(=O)c1ccc(N2C(=O)CC(N3CCC(C(=O)OCC)CC3)C2=O)cc1 (centres undefined),?,-2%,?
Cc1ccc(C)c(S(=O)(=O)N2CCCOC2CNC(=O)C(=O)NC2CC2)c1 (centres undefined),-5%,1%,11%
CCN(CC)c1nc2c(c(=O)n(C)c(=O)n2C)n1CC(=O)c1ccccc1,?,·,23µM*
COC(=O)c1sc(NC(=O)C2CCCCC2C(=O)O)c(C(=O)OC)c1C (centres undefined),4%,1%,4%
CN(C)Cc1ccccc1-c1cncnc1NC1CC1,-3%,-5%,-13%
Cc1ccc(-c2ccc(SCC(=O)Nc3cc(C)on3)nn2)cc1,4%,0%,-14%
Cc1ncccc1C(=O)N1CCCC(CNC(=O)C2(c3ccc(Cl)cc3)CC2)C1 (centres undefined),-6%,0%,-2%
CCOC(=O)c1cnc(Nc2ccc(OCC)cc2)nc1C,-2%,5%,-11%

# Continuation:
SMILES,TDP1 cell CPT,TDP1 inh,TDP1 cell noCPT
COC(=O)CN1C(=S)N(c2ccc(Cl)cc2)C(=O)C1CC(=O)Nc1ccc(Cl)cc1 (centres undefined),-22%,-8%,?
CCOc1ccc(NC(=O)c2sc(-n3nc(C)c(Cc4ccc(Cl)cc4)c3C)nc2C)cc1,5%,8%,-21%
Cc1ccc(-c2nc(CN(Cc3c(C)nn(C)c3C)C(C)C)c(C)o2)o1,-7%,3%,-23%
CC(/C=N/NC(=O)c1cc(C(C)(C)C)[nH]n1)=C\c1ccccc1,?,5%,23µM*
CN(C)C(=O)c1ccc(NC(=O)c2cc(-c3ccco3)nc3ccccc23)cc1,?,2%,?
COc1ccc(N=C2SC(CC(=O)Nc3ccccc3F)C(=O)N2Cc2ccco2)cc1 (centres undefined),-28%,8%,?
Cc1ccc(NC(=O)Cn2cnc3c(NCc4ccccc4)ncnc32)cc1C,-8%,·,-7%
O=C(OCC(=O)N1CCCc2ccccc21)c1ccccc1[N+](=O)[O-],0%,·,13%
CCc1nnc(NC(=O)CSc2nc3cc4c(cc3cc2C)OCCO4)s1,-15%,-2%,-22%
COCCNC(=O)C(c1ccc(O)cc1)N(Cc1ccccc1)C(=O)CCC(=O)Nc1ccccn1 (centres undefined),-3%,·,-7%
CCOc1cc(/C=N/N=C2/NC(=O)C(CC(=O)O)S2)ccc1OCc1ccc(Cl)cc1Cl (centres undefined),?,20µM*,-13%
O=C(Nc1ccc(F)cc1)Nc1nnc(Cc2ccccc2F)s1,16µM*,·,13µM*
Cc1cc2c(cc3c(SCC(=O)Nc4cccc(Cl)c4C)nnc(C)n32)o1,?,3%,?
C=C(C)CSc1nnc2n(Cc3ccccc3)c(=O)c3c4c(sc3n12)CCC4,-19%,0%,?
N#Cc1c(NC(=O)COC(=O)C2=COCCO2)sc2c1CCCC2,-1%,·,-13%
O=C(COC(=O)CCN=C1NS(=O)(=O)c2ccccc21)NNC(=O)c1ccc(Cl)cc1,4%,0%,-6%
CC(NS(=O)(=O)c1ccc(F)cc1)C(c1cccs1)N1CCN(C)CC1 (centres undefined),-7%,-11%[56.1 µM],0%
COc1ccc(N2CC(NC(=O)N3CCc4ccccc43)CC2=O)cc1OC (centres undefined),-9%,4%,0%
CCC(C)Sc1nc2c([nH]c3ccccc32)c(=O)n1C (centres undefined),?,0%&4%,?
COc1ccc(-c2cc(C(F)(F)F)n3nc(C(=O)N4CCCC4)cc3n2)cc1,-29%,1%,-20%
CCC1=NN(C(=O)Cc2ccc([N+](=O)[O-])cc2)C(O)(C(F)(F)F)C1 (centres undefined),-6%,1%,?
COc1ccc(NC(=O)CSc2nnc(CN3CCOCC3)n2-c2ccccc2)cc1Cl,?,0%,-5%
O=C1N/C(=N\N=C\c2cccnc2)SC1Cc1ccc(SC(F)F)cc1 (centres undefined),2.9µM*,9%,3.7µM*
O=c1ccc2ccccc2c2ccccc12,2.9µM*,·,2.6µM*
COc1cccc(NC(=O)N2CCN(c3cccc(C)c3C)CC2)c1,-19%,5%,?

# A few values from the list:
# `CCOc1ccc(NC(=O)c2sc(-n3nc(C)c(Cc4ccc(Cl)cc4)c3C)nc2C)cc1` in TDP1 inh: 8%
# `O=C1N/C(=N\N=C\c2cccnc2)SC1Cc1ccc(SC(F)F)cc1` (centres undefined) in TDP1 inh: 9%
# `CN(C)C(=O)c1ccc(NC(=O)c2cc(-c3ccco3)nc3ccccc23)cc1` in TDP1 inh: 2%

# More structures follow:
SMILES,TDP1 cell CPT,TDP1 inh,TDP1 cell noCPT
COCCNC(=O)NC(=O)COC(=O)c1ccc2[nH]c3c(c2c1)CCCC3,3%,2%,?
O=C(CSc1nnc(SCc2cccc3ccccc23)s1)Nc1ccc(C(=O)O)cc1,18µM*,3%,21µM*
Cc1ccc(C(=O)N2CCN(c3ccc([N+](=O)[O-])cc3)CC2)o1,?,·,?
O=c1[nH][nH]c(-c2ccccc2)c1C=Nc1cccc(Cl)c1,-18%,4%,-13%
COc1ccc(OC)c(S(=O)(=O)NC(C)(C)C)c1,-22%,4%,-12%
COc1nc(OC)nc(N2CCC(C(=O)Nc3cccc4ccccc34)CC2)n1,?,0%,?
CC(C(=O)O)N1C(=O)CSc2ncccc21 (centres undefined),-27%,-10%,-28%
CC(C)(C)C(=O)C(C(c1ccccc1)N1CCOCC1)N1CCOCC1 (centres undefined),0%,·,?
c1ccc(Oc2cccc(CN3CCCCC3)c2)cc1,-2%,2%,-29%
CCCN(CC(=O)Nc1ccccc1C)C(=O)c1ccc(S(=O)(=O)N2CCCC2)cc1,4%,0%,-4%
COc1cccc2c(=O)n(CC(=O)N3CCC(C)CC3)ccc12,8%,8%,1%
Cc1ccc(C(C)C)c(OCCCCN2CCNCC2)c1,15µM*,·,16µM*
CCCS(=O)(=O)c1c(S(=O)(=O)CCC)c2ccc(C(N)=O)cn2c1C(=O)OC,-12%,0%,14%
COc1ccc(C(=O)OCc2cc(=O)oc3cc(C)ccc23)cc1S(=O)(=O)N1CCOCC1,-22%,·,?
CS(=O)(=O)Nc1ccc(S(=O)(=O)N2CCCC2)cc1,13%,-1%,-2%
O=C(c1nn2c(C(F)(F)F)cc(-c3ccco3)nc2c1Br)N1CCCc2ccccc21,16µM*,5%,12µM*
CC(=O)Nc1ccc2nc(SCC(=O)Nc3ccc(N4CCOCC4)c(Cl)c3)sc2c1,?,0%,?
COC(=O)COc1ccc(C2NC(=O)NC(c3ccccc3)=C2C(C)=O)cc1Br (centres undefined),2%,8%,0%
O=C(NCc1ccccc1)c1ncn[nH]1,-5%,1%,18%
COc1ccc(N/N=C(/C#N)S(=O)(=O)C(C)(C)C)cc1,6%,6%,2%
COc1ccc(-c2csc(NC(CO)c3nc4ccccc4n3CCOCCO)n2)cc1 (centres undefined),?,·,?
O=C(N/N=C/c1c[nH]c2ccccc12)c1ccc(Br)cc1,7%,5%,-29%

# Rewritten with tabs: part of the list above
Compound	TDP1 cell CPT	TDP1 inh	TDP1 cell noCPT
O=C(NCc1ccccc1)c1ncn[nH]1	-5%	1%	18%
COc1ccc(N/N=C(/C#N)S(=O)(=O)C(C)(C)C)cc1	6%	6%	2%

# Four entries from above in a different format:
CCC(C)Sc1nc2c([nH]c3ccccc32)c(=O)n1C (centres undefined)
  TDP1 cell CPT: ?	TDP1 inh: 0%&4%	TDP1 cell noCPT: ?
COc1ccc(-c2cc(C(F)(F)F)n3nc(C(=O)N4CCCC4)cc3n2)cc1
  TDP1 cell CPT: -29%	TDP1 inh: 1%	TDP1 cell noCPT: -20%
CCC1=NN(C(=O)Cc2ccc([N+](=O)[O-])cc2)C(O)(C(F)(F)F)C1 (centres undefined)
  TDP1 cell CPT: -6%	TDP1 inh: 1%	TDP1 cell noCPT: ?
COc1ccc(NC(=O)CSc2nnc(CN3CCOCC3)n2-c2ccccc2)cc1Cl
  TDP1 cell CPT: ?	TDP1 inh: 0%	TDP1 cell noCPT: -5%

# Bioassay records as filed in PubChem.
